Source: PubChem BioAssay (several laboratories)
aSyn UTR inh: 5' untranslated region of α-synuclein, MLPCN primary screen | inhibition, % (tested at 7.5 µM) | actives 0.82% (n = 300,000) | alpha-synuclein 5'UTR reporter, inhibitor activity; in the data active = inhibition above about 60%;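 also: H4 neuroglioblastoma cells stably carrying SNCA 5'UTR luciferase fusion; 0% = DMSO wells and 100% = positive control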
KLF5 inh: inhibitors of KLF5 expression; AID 1700; inhibition, % at 5 µM; DLD-1 KLF5 promoter-luciferase reporter, luminescence; actives 0.23% (n = 290,000);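 active = inhibition above a per-plate limit of that plate's mean compound inhibition plus 3 SD, cut at about 60% in these data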;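 also: 0% = DMSO wells and 100% = LY294002 at 200 µM; higher means less KLF5 promoter-driven luciferase light; inactives centre near -14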
HSF1 inhib: HSF1 inhibition; NIH3T3-HGL HSE-luciferase, MG132-induced, luminescence 8 h; hits give low values; activity change, negative = inhibition, % at 7.5 µM (by protocol); actives 0.77% (n = 300,000); AID 2098;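 active = more than half of replicate wells show activity change below -50%, luminescence cut by over half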;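 also: luciferase reports HSF-1 transcriptional activity via heat shock element; 0% = median of DMSO wells and -100% = zero luminescence signal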
Platelet DG rel: modulates dense granule release in human platelets; human platelet-rich plasma, SFLLRN dense granule ATP release, luminescence; inhibition, %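 (compounds screened at 7.5 µM in platelet-rich plasma)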; actives 0.22% (n = 300,000); AID 1663;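 active = mean replicate score, as percent of positive control, at or above 50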
IEC-6 cytotox: IEC-6 cytotoxicity, counter-screen for KLF5 inhibitors; luminescence viability; inhibition, % at 5 µM; actives 0.78% (n = 290,000); in the data active = inhibition above about 22%;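 also: 0% = plate median of test compound wells and 100% = cytotoxic reference compound wells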
GSK3B inh: inhibitors of human GSK3beta kinase. GST-GSK3beta kinase, ADP-Glo luminescence, 60 min; hits give low values. P49841. actives 0.038% (n = 300,000). AID 2097. activity score (negative = inhibition), % at 10 µM;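 active = more than half of replicate wells score below -50%, meaning over 50% inhibition versus plate controls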;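 also: 0% = median DMSO wells and -100% = median GW8510 positive control wells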
Target sequence (P49841 whole entry, looked up): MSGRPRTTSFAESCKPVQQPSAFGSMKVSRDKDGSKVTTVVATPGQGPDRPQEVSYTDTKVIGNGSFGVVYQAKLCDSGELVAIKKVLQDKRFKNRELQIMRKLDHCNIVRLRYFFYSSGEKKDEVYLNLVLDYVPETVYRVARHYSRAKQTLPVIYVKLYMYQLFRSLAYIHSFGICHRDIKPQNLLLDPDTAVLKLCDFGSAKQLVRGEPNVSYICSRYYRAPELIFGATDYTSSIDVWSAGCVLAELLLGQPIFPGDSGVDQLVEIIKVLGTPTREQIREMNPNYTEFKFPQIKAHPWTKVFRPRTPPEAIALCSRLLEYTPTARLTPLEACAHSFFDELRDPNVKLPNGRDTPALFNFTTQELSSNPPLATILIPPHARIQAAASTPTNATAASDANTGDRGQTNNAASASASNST
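Test system: GST-fused GSK3beta enzyme, cell-free | Quantity: 1.6 ng GST-GSK3beta enzyme per well | Reagent: 25 µM ATP with peptide substrate | Schedule: 60 min enzyme reaction, room temperature | Signal: Luminescent ADP-Glo measurement of ADP formed | Read-out basis: Score relative to plate controls | Control set: DMSO and 20 µM GW8510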
HSF-1 act: increases HSF-1 driven luciferase reporter signal. NIH3T3-HGL HSF-1 luciferase reporter, MG132, 8 h; 100% = twice DMSO control signal. activation, % at 9 µM. actives 1.7% (n = 300,000). AID 504408;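 active = mean replicate activation of at least 50% with a set share of replicates each reaching 50%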;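 also: 0% = median of the neutral control wells and 100% = twice that signal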
GSK3A inh: human GSK-3 alpha kinase inhibition; ADP-Glo luminescence, 60 min; inhibition, % at 10 µM; actives 0.1% (n = 320,000);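 in the data active = inhibition above about 50%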;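 also: GST-tagged GSK-3 alpha with peptide substrate and 25 µM ATP; 0% = DMSO neutral wells and 100% = GW8510 positive control wells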
Target sequence (P49840 whole entry, looked up): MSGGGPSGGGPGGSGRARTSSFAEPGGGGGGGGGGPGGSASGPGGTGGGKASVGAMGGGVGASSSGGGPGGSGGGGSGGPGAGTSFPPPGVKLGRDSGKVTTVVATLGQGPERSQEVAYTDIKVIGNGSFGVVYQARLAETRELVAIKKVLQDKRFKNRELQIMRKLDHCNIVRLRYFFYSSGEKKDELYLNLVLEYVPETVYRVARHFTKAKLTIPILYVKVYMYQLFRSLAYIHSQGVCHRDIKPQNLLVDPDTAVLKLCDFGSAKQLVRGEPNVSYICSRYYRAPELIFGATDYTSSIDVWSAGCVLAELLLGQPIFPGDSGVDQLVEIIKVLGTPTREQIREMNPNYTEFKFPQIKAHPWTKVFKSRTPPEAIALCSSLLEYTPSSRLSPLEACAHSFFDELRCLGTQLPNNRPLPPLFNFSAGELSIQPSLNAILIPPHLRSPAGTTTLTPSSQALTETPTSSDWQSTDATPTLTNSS
HSP90 refold inh: inhibitors of HSP90 luciferase refolding in rabbit reticulocyte lysate | luciferase refolding luminescence, 3 h | inhibition, % at 5.6 µM | actives 0.91% (n = 290,000);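 active = inhibition above the screen-wide mean plus 3 SD, computed separately per campaign, cut at about 16% in these data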;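 also: 0% = DMSO wells and 100% = 60 µM geldanamycin wells; inhibitors lower the luminescence because luciferase stays unfolded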
DYRK1A inh: Dyrk1A (rat) kinase inhibition | Q63470 | ADP-Glo luminescence, NFATc1 peptide | inhibition, % at 12.5 µM | actives 0.43% (n = 310,000); in the data active = inhibition above about 50%;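 also: plate controls were vehicle with enzyme for no effect and no enzyme for full effect; many of its hits are not listed in these tables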
The depositor's hits bear a star; . = not tested or not shown. This is a subset, so the mix of outcomes need not match the whole.

The line under a structure holds: aSyn UTR inh	KLF5 inh	HSF1 inhib	Platelet DG rel	IEC-6 cytotox	GSK3B inh	HSF-1 act	GSK3A inh	HSP90 refold inh	DYRK1A inh
COc1ccc(-c2nn(-c3ccccc3)cc2C(N)=O)cc1OC
    10	-38	3	24	2	.	15	3	0	0
O=C(c1cccn(Cc2ccc(C(F)(F)F)cc2)c1=O)N1CCOCC1
    32	-1	3	-1	1	1	2	-1	-1	-5
Nc1nnc(CCOc2ccccc2Cl)s1
    7	-45	-10	-2	5	-1	0	-1	2	-4
CC(C)C(=O)NC(C)C(c1cccs1)N1CCN(c2ccccc2)CC1 (stereo not drawn)
    -9	-5	2	8	-1	-28	8	-4	6	5
CCc1cc(=O)oc2cc(OCC=C(C)C)ccc12
    -7	-45	2	-2	4	0	2	-1	1	3
O=c1cc(CN2CCN(c3ccccn3)CC2)nc2sccn12
    10	-14	-4	3	-3	0	2	1	-1	-1
COc1cccc(Nc2nc(C)cc(C)c2C(N)=O)c1
    -1	-17	0	-1	3	2	7	-1	0	28
O=C(CSc1ncn[nH]1)NN(c1ccccc1)c1ccccc1
    14	-14	0	-2	11	-1	-9	-1	2	2
CCOc1cccc(C(=O)Nc2cccc(-c3nnc(-c4ccc(C)cc4)o3)c2)c1
    23	-1	-4	1	3	2	-6	-2	0	-8
O=[N+]([O-])c1ccc2c(c1)nc1n2CCN(C2CCCCC2)C1
    -127	-107	22	0	-7	1	53*	-3	1	3
COC(=O)NNC(=O)Cc1cccc2ccccc12
    -2	4	-14	7	-8	-2	3	-3	-2	-5
CC(C)(C)NCC(O)COc1ccccc1C(=O)CCc1ccccc1 (stereo not drawn)
    -23	-7	-3	7	3	0	10	2	7	6
CCCCCOC(=O)C(C)c1c(C)[nH]c(=S)[nH]c1=O (stereo not drawn)
    21	-11	6	1	6	4	2	-6	3	-5
O=C(c1ccc2ccccc2c1)N1CCc2ccccc21
    -100	-90	25	0	12	.	41	-1	-3	-1
Cc1c(C(=O)N2CCCCCC2)oc2ccccc12
    4	20	-18	5	4	4	-36	0	1	-2
COc1ccccc1C(=O)n1nc(-c2ccccc2)nc1NCc1ccco1
    -88	-25	2	2	4	-2	16	-2	-2	-6
Cc1c(NC(=O)C23CC4CC(CC(C4)C2)C3)c(=O)n(-c2ccccc2)n1C
    0	-23	-7	15	-3	2	-4	-2	-5	-2
CSCCC(NC(=O)c1ccc(Cl)cc1)C(=O)OCC(=O)Nc1cc(Cl)ccc1C#N (stereo not drawn)
    -35	-10	-2	-8	18	3	17	2	-1	-1
COc1ccc(Sc2nc(-c3ccccc3)ncc2C(=O)O)cc1
    15	-19	-4	-3	0	1	-15	-1	5	2
COCCNC(=O)c1onc(CSc2cccc(Cl)c2)c1C(=O)O
    -4	-17	2	2	-4	2	10	.	-3	6
Cc1nn(-c2ccccc2)c(C)c1/C=N/NC(=O)c1cnccn1
    2	-26	4	-1	1	-2	14	-5	-2	.
O=C(O)C1C2C=CC3(O2)C1C(=O)N1c2ccccc2COC13 (stereo not drawn)
    7	-9	-6	4	-5	1	-13	0	-3	-7
O=C(CCc1n[nH]c(=O)[nH]c1=O)N1CCCCC1
    5	-18	-12	2	-2	1	-30	-1	-3	-3
COc1ccc(NC(=O)CN2CCN(CC(=O)Nc3ccc(F)cc3F)CC2)cc1
    -32	-19	13	2	1	-1	-3	.	-1	6
Cc1cc2nc(-c3ccc(=O)[nH]c3)n(Cc3ccccc3)c2cc1C
    -7	-8	-4	6	4	-7	41	31	7	1
S=c1[nH]nc(CN2CCCCC2)n1-c1ccc(Cl)cc1
    -6	-23	2	0	1	-4	-18	-3	3	.
O=C(O)c1ccccc1-c1ccccc1C(=O)Nc1nc2ccccc2s1
    12	-2	1	-2	0	1	0	-3	-1	5
CC1CCCCN1C(=O)COC(=O)c1cc([N+](=O)[O-])ccc1N (stereo not drawn)
    -41	.	-1	-5	.	-1	1	3	.	.
CCC(C)NC(=O)C1c2ccccc2C(=O)N1Cc1cc(OC)ccc1OC (stereo not drawn)
    -15	-9	0	5	-1	1	10	-1	-1	-4
CC(C)n1cc(CN2CCCC(C(=O)Nc3ccccc3Oc3cccnc3)C2)cn1 (stereo not drawn)
    11	2	-5	10	-4	-1	-12	-2	-4	-2
CSc1ccc(S(=O)(=O)Nc2c(C)n(C)n(-c3ccccc3)c2=O)cc1
    1	-27	-5	-6	-3	-4	-2	-3	2	-4
CCc1ccc(-n2c(C)nc3cc(C(=O)NCc4cccnc4)ccc32)cc1
    35	11	1	-2	-3	-1	-1	-2	3	37
COc1cccc(OC)c1C(=O)OCC(=O)N(C)c1ccccc1
    8	-19	-3	0	2	4	1	-3	4	4
CCN(CCCNC(=O)CN1C(=O)COc2ccc(S(=O)(=O)N3CCC(C)CC3)cc21)Cc1ccccc1
    6	0	4	4	8	-1	0	-1	1	2
CC(C)(C)c1ccc(OCC(=O)Nc2ccc(-c3nc4cccnc4o3)cc2)cc1
    -135	-3	-3	-16	1	3	24	3	2	-4
CSc1nc(C)cc(Oc2ccc(=O)[nH]n2)n1
    -13	-11	-30	4	-6	1	-43	-2	-2	0
CCN1CCN(c2ccc([N+](=O)[O-])cc2S(=O)(=O)N2CCOCC2)CC1
    -4	-29	-6	4	-7	-2	1	0	-1	-1
O=C(COC(=O)c1ncc(Cl)c(Cl)c1Cl)NCCc1ccccc1
    6	.	-5	-3	.	1	-6	-2	.	0
C=CCCCCc1nc2ccccc2c(=O)n1N
    -34	-11	1	-3	-4	2	-5	-2	-1	2
COCCN1C(=O)N[C@@H](c2ccco2)C(C(C)=O)=C1C
    2	-2	-2	-7	2	-1	-11	2	2	5

Limited to HSF-1 act, GSK3B inh and Platelet DG rel, for some of the entries so far:
structure | HSF-1 act | GSK3B inh | Platelet DG rel
C=CCCCCc1nc2ccccc2c(=O)n1N | -5 | 2 | -3
CCc1ccc(-n2c(C)nc3cc(C(=O)NCc4cccnc4)ccc32)cc1 | -1 | -1 | -2

Continuation.
The line under a structure holds: aSyn UTR inh	KLF5 inh	HSF1 inhib	Platelet DG rel	IEC-6 cytotox	GSK3B inh	HSF-1 act	GSK3A inh	HSP90 refold inh	DYRK1A inh
CCN(CC)S(=O)(=O)c1cc(NC(=O)C2=COCCO2)ccc1Cl
    -17	.	-3	1	.	-2	-3	0	.	13
O=C(NCCC1=CCCCC1)C1CCN(C(=O)Cc2ccccc2)CC1
    4	0	6	-6	-2	0	6	-1	6	.
Nc1ccccc1SC1CC(=O)N(c2ccc3c(c2)OCO3)C1=O (stereo not drawn)
    -38	-47	0	1	4	0	21	1	2	6
CC(C)N(C)C(=O)C(=O)c1cccn1-c1cccc(Cl)c1C#N
    -14	-13	-6	17	1	2	0	-2	1	-1
CCC(CC)C(=O)N1c2ccc(F)cc2CCC1C (stereo not drawn)
    -19	13	-11	-7	-4	3	-22	0	-3	0
O=C(Nc1ccc(N2CCCC2)cc1)c1cccc(-c2cc3ccccc3oc2=O)c1
    14	-45	10	4	-2	1	5	0	0	-7
CC(CNC(=O)c1ccc2c(c1)OCO2)c1ccc([N+](=O)[O-])cc1 (stereo not drawn)
    -19	-16	3	-2	3	1	3	-1	-1	-9
COc1ccc(C(=O)c2ccc(OC)cc2OC)cc1
    -31	28	-2	-2	25*	0	4	-1	-3	13
CSc1cccc(N=C2C(=O)Nc3ccccc32)c1
    0	-12	-23	0	-2	0	-32	-1	0	-4
Cc1c(Cc2ccc3c(c2)OCO3)sc(NC(=O)c2cccc3ccccc23)c1C(N)=O
    15	-4	-9	-5	-12	-2	-28	3	1	3
Cc1ccnc(NC(=O)c2cccc(NC(=O)c3ccccc3C)c2)c1
    -9	-23	0	-1	5	1	2	-4	-2	7
O=C(O)CSc1nnc(-c2ccc(S(=O)(=O)N3CCCC3)cc2)n1Cc1ccco1
    27	-6	1	3	6	-7	-7	1	2	4
COc1ccc(C2C(C(=O)Nc3ccccc3OC)=C(C)Nc3ncnn32)cc1 (stereo not drawn)
    5	-14	-3	0	-9	0	-11	-2	0	3
CCOC(=O)C1C(=O)CC(C)(O)C(C(=O)OCC)C1c1ccc(Br)o1 (stereo not drawn)
    12	-46	-5	-13	-2	2	-1	-1	1	.
CN(C)S(=O)(=O)c1ccc(Cl)c(NC(=O)COC(=O)CCSc2ccccc2)c1
    13	-10	-12	-34	0	0	10	2	1	1
CCOC(=O)c1cnn2c(C)cc(-c3ccccc3)nc12
    -120	-87	9	0	0	1	20	-5	-1	0
COc1ccc(Cc2nnc(-c3cccc(C)c3)o2)cc1OC
    -5	5	3	4	2	3	2	-2	2	1
CCCCCC1(C(=O)OCC)CC(CSC(=N)N)OC1=O (stereo not drawn)
    -8	-40	.	5	4	2	.	-5	1	0
Cc1cs/c(=N/C(=S)Nc2ccccc2)n1C
    -115	-103	18	10	0	2	30	-2	5	-2
Cc1c(OCC(=O)N2CCC(C(N)=O)CC2)ccc2c1oc(=O)c1ccccc12
    1	-11	5	11	1	-1	8	-2	-2	-1
NC(=O)C1CCN(CC(=O)N2c3ccccc3CCc3ccccc32)CC1
    27	8	-9	0	6	4	-12	0	-2	3
Cc1cccc(C)c1NC(=O)COC(=O)COc1ccc2c(C)cc(=O)oc2c1
    7	-15	0	2	0	1	1	0	0	-5
